# mHTT-CaM PPI inh – disrupts binding of mutant huntingtin to calmodulin; P42858; AlphaScreen His-mHTT/GST-CaM binding, luminescence; hit rate 3.6% among 190,000; AID 1671202; inhibition, % at 15 µM;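 also: 0% = both proteins with DMSO and 100% = one protein alone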
# Pf apPOL inh – Pf-apPOL DNA polymerase inhibition; Recombinant Pf-apPOL, molecular beacon fluorescence, 1.5 h; inhibition, % at 10 µM; hit rate 0.25% among 210,000
# * hit, by the source's call; . = not tested or not shown; & = joins results of further samples. Rule as the data show it: active = inhibition above about 50%; inactive = the rest.
canonical_smiles | mHTT-CaM PPI inh | Pf apPOL inh
c1ccc(C2CC(c3cccs3)Nc3nnnn32)cc1 (centres undefined) | -2.0 | -1.1
O=C(N/C(=C\c1ccccc1)C(=O)N1CCCCC1)c1ccc(Br)o1 | 3.6 | -9.6
CC(C)c1c(C(=O)NCc2cccnc2)cnn1-c1ccccc1 | 3.3 | 2.1
O=C(CCc1ccc2[nH]ccc2c1)NCC1CC1 | 0.4 | 0.7
N#Cc1cc2c(N)c(C(=O)c3ccc(Cl)cc3)sc2nc1N | 11.0 | -10.7
Cc1ccc(-c2nnc(N3CCC(C(=O)NCc4cccc(Cl)c4)CC3)o2)cc1 | 33.1 | -9.1
COc1cccc(CN2CCc3c(cc(C(=O)Nc4ccccc4)n3C)C2)c1 | 58.6* | -0.2
CC(C)(C)c1ccc(C(=O)NCC(=O)N2CCN(c3ccccn3)CC2)cc1 | -0.6 | 1.1
O=C(NCc1ccccn1)c1cncc(Br)c1 | -3.0&-1.0 | -3.6&-1.9
COc1ccc(-c2cc(C(=O)Nc3ccc(S(N)(=O)=O)cc3)c3ccccc3n2)c(OC)c1 | 15.2 | 4.1
COc1ccc(CC2CCC(=O)CC2)cc1 | . | 0.6
COc1ccc(C(=O)N2CCC3(CC2)Nc2cccnc2NC3=NC2CCCC2)c(OC)c1 | 15.7 | -0.4
CCc1ccc(OCC(=O)Nc2ccc(F)cc2)cc1 | -23.8 | -0.3
COc1ccc(F)cc1S(=O)(=O)N1CCN(S(=O)(=O)C2CC2)CC1 | -6.4 | -1.5
Cc1ccc(-n2ncc3c(=O)[nH]c(SCC(C)C)nc32)cc1 | -5.0 | -7.5

# Additional compounds.
canonical_smiles | mHTT-CaM PPI inh | Pf apPOL inh
Cc1nc(SC(C)c2ccccc2)[nH]c(=O)c1CC(=O)NCc1cccs1 (centres undefined) | -5.1 | -11.4
O=C(NC1CC1)C1COC2(CCCCC2)N1C(=O)Cc1cccs1 (centres undefined) | -3.6 | -1.4
Cc1[nH]n(-c2ccc([N+](=O)[O-])cc2)c(=O)c1C=NCCc1ccc(Cl)cc1 | 2.0 | -10.5
O=C(NC(c1cccc([N+](=O)[O-])c1)c1cc(Cl)c2cccnc2c1O)c1cccnc1 (centres undefined) | 79.0* | -6.5
CC(C)CC(=O)N1CCCn2nc(-c3ccncc3)cc2C1 | -2.6 | -3.3
COc1ccc(C)cc1NC(=O)c1cn(-c2ccc(Cl)cc2)c(=O)c2ccccc12 | 5.0 | -4.9
CC(C)CN1CCCN(c2ccc(NC(=O)c3ccc(F)cc3)cn2)CC1 | 8.5 | -4.4
CCc1sc(NC(=O)c2cc3ccccc3oc2=O)nc1-c1cccs1 | 4.0 | -1.7
COC(=O)c1sc(S(=O)(=O)Nc2ccc(F)cc2)cc1Cl | . | -8.7
Cc1nn(-c2ccc(F)cc2)c2nc(N3CCC(NC(=O)c4ccsc4)CC3)sc12 | 2.9 | -4.1
Cc1ccccc1Cn1c(=O)c(CCC(=O)NCCC(C)C)nc2ccccc21 | -3.0 | -6.6
COc1ccc(OCC2CNC(=O)O2)cc1 (centres undefined) | 2.8 | 2.5
O=C(COc1ccccc1)Nc1ccn(Cc2ccccc2Cl)n1 | 7.0 | -1.2
N#CCc1ccc(NC(=O)Nc2ccccc2F)cc1 | . | -0.3&-19.6
COc1cccc(C2=CC(c3ccco3)n3ncnc3N2)c1 (centres undefined) | 3.0 | 1.8

# Gathered by group: those above with an aryl thioether with sulfur outside any ring.
canonical_smiles | mHTT-CaM PPI inh | Pf apPOL inh
Cc1ccc(-n2ncc3c(=O)[nH]c(SCC(C)C)nc32)cc1 | -5.0 | -7.5
Cc1nc(SC(C)c2ccccc2)[nH]c(=O)c1CC(=O)NCc1cccs1 (centres undefined) | -5.1 | -11.4

# Going on with the list:
canonical_smiles | mHTT-CaM PPI inh | Pf apPOL inh
COc1ccccc1N1CCN(C(=O)C2CCN(S(=O)(=O)c3ccc(C)cc3)CC2)CC1 | 29.8 | -9.7
Cc1c(C(=O)NCCN(C)c2ccccc2F)sc2ncnc(N3CCOCC3)c12 | 15.0 | -12.0
CN(C)c1ccc(/C=C2\CCC(C3CCCC3)C2=O)cc1 (centres undefined) | 4.0 | 1.4
O=C(NCC(=O)N1CCN(Cc2ccccc2)CC1)C1CCCCC1 | -15.7 | -6.6
Cc1cc(NC(=O)CSc2nc(=O)cc(N)n2-c2ccccc2)no1 | -1.1 | -7.2
COc1ccccc1-c1ccc(SCc2cccc(C)c2)nn1 | -25.2 | -8.0
CC(=O)NCc1csc(C2CCN(C(=O)Cc3ccccc3F)CC2)n1 | -5.5 | -1.2
O=S(=O)(c1cccc2nsnc12)N1CCN(c2ccccn2)CC1 | -7.6&0.0 | 2.2&-2.8
CCOC(=O)C1C(=O)C=C(c2ccc(OC)c(OC)c2)CC1c1ccc(OCC)cc1 (centres undefined) | 2.5 | -2.3
Clc1ccc(Cn2nnc(-c3ccccc3)n2)cc1Cl | -66.0 | -4.3
CC(=O)Nc1ccc2nc(-c3ccc4nc(NC(C)=O)sc4c3)[nH]c2c1 | 8.0 | -3.7
COc1cccc(C=C2Oc3c(CN(C)C)c(O)cc(C)c3C2=O)c1 | 4.4 | -7.9
COc1ccc(-c2cccc(-c3cc(=O)oc4cc(OC)c(OC)c(OC)c34)c2)cc1 | -9.7 | -3.6
CN(C)C(=O)C1CCCN(c2cnn(Cc3ccccc3)c(=O)c2)C1 (centres undefined) | -7.7 | 1.5
Clc1ccccc1OCCCN1CCCC1 | -1.8 | 5.9

# (further entries)
canonical_smiles | mHTT-CaM PPI inh | Pf apPOL inh
O=C(CN1CCN(c2ccc(Cl)cc2)CC1)c1ccc(O)c(O)c1 | 30.0 | -3.3
O=C(COc1ccc2c(c1)OC(=Cc1ccc3c(c1)OCO3)C2=O)OCc1ccccc1 | -12.9 | -3.3
C=CCSc1nnc2c(n1)OC(c1ccc(O)c([N+](=O)[O-])c1)Nc1ccccc1-2 (centres undefined) | 4.0 | -3.1
Cc1cc(S(=O)(=O)Nc2ccc3c(c2)OCC2CCCN32)c(C)s1 (centres undefined) | . | 5.0
CCN1C(=O)CCc2cc(NC(=O)C3CCC3)ccc21 | 1.0 | -6.5
COc1ccccc1N(CC(=O)N1CCCCCC1)S(C)(=O)=O | -3.4 | -8.5
CSc1nc2c(c(=O)n1-c1ccccc1)SCC2 | -5.0 | -6.1
CCOC(=O)C(C#N)=c1sc(=C(C#N)C(=O)OCC)s1 | . | 0.9
CN1N=C(C(C)(C)C)CC1=O | . | 1.1
Cc1cccc(-c2nc(C3CCN(C(=O)c4cc5ccccc5[nH]4)CC3)no2)c1 | 22.8 | 1.4
COc1cc(C2CC(=O)Nc3c2c(C)nn3-c2nc3ccccc3s2)ccc1O (centres undefined) | -2.8 | -1.7
O=C(Nc1cc(Cl)ccc1Cl)c1cnn2c1NC(c1cccs1)CC2C(F)(F)F (centres undefined) | 0.0 | 4.9
COc1ccc(-c2nc3ccc(C)cn3c2NC(=O)C2CCCCC2)cc1 | 40.1 | -0.3
COc1ccc(OC)c(S(=O)(=O)Nc2ccc(F)cc2F)c1 | -7.0 | -9.5
Cc1ccc2c(c1)N/C(=C(/C=C(\Cl)[N+](=O)[O-])[N+](=O)[O-])O2 | 45.0 | -3.6

# (cont.)
canonical_smiles | mHTT-CaM PPI inh | Pf apPOL inh
O=C(Cc1nnc(-c2ccc3ncccc3c2)o1)Nc1cccc(F)c1 | 4.4 | -0.8
CS(=O)(=O)N1CCc2ccc(NC(=O)Nc3ccccc3Cl)cc21 | -1.4 | -3.8
COc1cccc(-n2ccn3cc(-c4ccc(Cl)cc4)nc3c2=O)c1 | -2.5 | -3.3
COc1cc(=O)n(C)c2cc(N(C)C)ccc12 | 4.8 | -6.2
Cc1cc(C2CCCN2C(=O)Nc2cc(Cl)ccc2C)on1 (centres undefined) | -7.1 | 1.1
CCC(=O)N1CCc2cc(Br)cc(S(=O)(=O)N(C)Cc3ccccc3)c21 | 3.0 | 0.7
CC1CCCC(C)N1C(=C(Cl)Cl)C(=C1SCCS1)[N+](=O)[O-] (centres undefined) | 72.0* | -2.2
O=C1c2cccc(Oc3ccc(Cl)cc3)c2C(=O)N1CC1CCCO1 (centres undefined) | 1.2 | -3.5
N#Cc1c(N)c(C#N)c2c(c1-c1ccco1)Cc1ccccc1-2 | . | -5.9
COc1ccc(Cl)cc1S(=O)(=O)N1CCC(c2ccncc2)CC1 | -5.5 | 4.5
COc1cccc(-c2cc(C(=O)Nc3sc(C)c(C)c3C(N)=O)c3ccccc3n2)c1 | 17.3 | 3.0
O=C1S/C(=C\c2ccco2)C(=O)N1Cc1ccc(Cl)cc1 | 6.0 | -1.9
Cc1c(NC(=O)c2cc([N+](=O)[O-])ccc2Cl)c(=O)n(-c2ccccc2)n1C | -1.0 | -1.0
O=C(Nc1ccc(Oc2ccccc2)cc1)C(F)(F)F | -26.0 | -3.7
Cc1ccc(NC(=O)N(Cc2ccco2)C(C)c2ccco2)cc1C (centres undefined) | 4.4 | 0.6

# The results go on:
canonical_smiles | mHTT-CaM PPI inh | Pf apPOL inh
Cc1ccc(OCC(=O)Nc2cccc([N+](=O)[O-])c2C)c(Br)c1 | -2.1 | -7.0
CCC(=O)N(C)CC(=O)N1N=C(c2ccccc2F)CC1c1ccccc1F (centres undefined) | 19.1 | -5.0
O=C(O)COc1ccc2c(c1)CCCC2 | 3.3 | -8.2
COc1cccc(C2=N/C(=C\c3ccccc3OC)C(=O)N2c2ccc(OC)c(OC)c2)c1 | 8.0 | -0.7
Oc1[nH]c2ccccc2c1N=Nc1nnc(-c2ccccc2)c(-c2ccccc2)n1 | . | 1.2
CCCn1cnc2c1c(=O)n(CC(C)C)c(=O)n2-c1cccc(Cl)c1 | -3.4 | -2.6
Cc1ccc(N2CN(C(C)C)S(=O)(=O)c3cccnc32)cc1 | -13.6 | -3.0
O=C(NCCc1csc(C2CCCN(C(=O)c3ccc4ccccc4n3)C2)n1)C1CC1 (centres undefined) | -2.8 | -0.8
O=C(Nc1cccc2c1CCCC2)c1cccc(F)c1 | -0.7 | 2.0
CCCCNC(=O)CCN1N=C(c2ccc(OC)cc2)CCC1=O | 4.0 | -27.8
O=C(Nc1ccc2c(c1)OCO2)C1CCCN(c2cnn(Cc3ccccc3)c(=O)c2)C1 (centres undefined) | 69.3* | -1.9
CN(C)C=C(C(=S)c1ccccc1)c1ccccc1 | . | -0.6
CC(C)c1ccc(N(CC(=O)NCc2ccccn2)S(C)(=O)=O)cc1 | 7.6 | 1.1
O=C(O)CCNC(=O)c1cncc(Br)c1 | -3.0 | 0.8
C=CCn1c(=O)c2c(ncn2CC=C)n(-c2ccc(C)cc2)c1=O | -1.9 | -7.5

# Record cards, as listed above. Order of screens: mHTT-CaM PPI inh	Pf apPOL inh
# Record of `CN1N=C(C(C)(C)C)CC1=O` : .	1.1
# Record of `Cc1c(NC(=O)c2cc([N+](=O)[O-])ccc2Cl)c(=O)n(-c2ccccc2)n1C` : -1.0	-1.0

# The results go on.
canonical_smiles | mHTT-CaM PPI inh | Pf apPOL inh
CCn1ccc2sc(C)c(C(=O)NCc3ccc(Br)cc3)c2c1=O | -11.0 | -4.7
Cc1ccc(-c2nc(N3CCC4(CC3)OCCO4)c3ccccc3n2)cc1 | -3.0 | 10.2
COC(=O)[C@H](C(C)C)N(CCCc1cn(Cc2ccc(C)cc2)nn1)S(=O)(=O)c1ccccc1Br | 92.9* | -1.4
CCOc1cccc(/C=C2\C(=O)NN(c3ccc(CC)cc3)C2=O)c1O | 22.0 | -3.3
Clc1cccc(CNc2ncnc3c2nc2n3CCCC2)c1 | -10.8 | -3.8
O=C(Nc1ccccc1Oc1ccccc1)c1ccccc1[N+](=O)[O-] | 6.7 | -8.8
COC1=CCC2([N+](=O)[O-])CN(Cc3ccccc3)CC1([N+](=O)[O-])C2 (centres undefined) | -12.0 | -2.0
Cc1oc(C2CCN(C(=O)c3ccccn3)CC2)nc1C(=O)N1CCOCC1 | 5.2 | 1.0
O=C(NCc1cccs1)c1cn(-c2cccc(F)c2)nn1 | -7.6 | 1.2
O=S(=O)(c1ccc(F)cc1)N1CCSC1c1ccc(OCc2ccccc2)cc1 (centres undefined) | -10.0 | 3.4
O=C(c1nnc(-c2ccccc2)o1)N1CCN(C(c2ccccc2)c2ccccc2)CC1 | . | -2.2
CC(C)(Oc1ccc(Cl)cc1)C(=O)Nc1ncn[nH]1 | 5.3 | -3.8
CCOc1ccc(C(=O)c2cccc([N+](=O)[O-])c2)cc1 | -2.0 | 4.0
Cc1cc(NC(=O)C2CCN(Cc3nc4ccccc4[nH]3)CC2)ccc1Br | 6.4 | -2.9
Cc1ccccc1NC(=O)OCCCN1C(=O)CCC12CCC(C)CC2 (centres undefined) | 5.7 | -2.7

# Next part
canonical_smiles | mHTT-CaM PPI inh | Pf apPOL inh
COc1cc(/C=C2\C(=O)NC(=O)N(c3cccc(C(F)(F)F)c3)C2=O)ccc1O | 10.0 | -1.6
CCCCSC1=NN2CCCC(=O)N=C2S1 | -9.0 | -4.6
CCc1ccc(C(=O)/C=C/Nc2ccc(S(=O)(=O)Nc3cc(OC)nc(OC)n3)cc2)cc1 | 1.0 | 2.8
NCCCCNCCCN | . | 7.1
COc1ccccc1CNC1CC(C)(C)NC(C)(C)C1 | -1.4 | -6.0
COc1ccc([N+](=O)[O-])cc1C1NN=C(c2ccccc2O)S1 (centres undefined) | 13.0 | 1.1
O=C(Cc1c(O)c2ccccc2[nH]c1=O)NC1CCCCCCC1 | 2.9 | -3.2
CCN(CC)c1ccc(NC(=O)C2=C(C)C(=O)OC23CCCCC3)c(C)c1 | -0.3 | -0.1
Cc1ccc(-n2cnc(C(=O)N(C)C(C)C)n2)cc1 | -0.6 | -4.6
Cc1ccc(S(=O)(=O)NCCN=C(CN2CCCC2)NS(=O)(=O)c2ccc(C)cc2)cc1 | 8.0 | -1.0
CCCOc1ccc(C(=O)Nc2cc(-c3nc4ncccc4o3)ccc2C)cc1 | 6.0 | 4.1
COc1cc(C2N(c3ccccn3)C(=O)C3CCCN32)cc(OC)c1OC (centres undefined) | -0.1 | -0.7
COCC(=O)O[C@]1(CCN(C)CCCc2nc3ccccc3[nH]2)CCc2cc(F)ccc2[C@@H]1C(C)C | . | 1.5

# In the list so far, two have a COOH group:
canonical_smiles | mHTT-CaM PPI inh | Pf apPOL inh
O=C(O)COc1ccc2c(c1)CCCC2 | 3.3 | -8.2
O=C(O)CCNC(=O)c1cncc(Br)c1 | -3.0 | 0.8

# An excerpt, so the mix of outcomes need not match the whole.
